# Screens (PubChem)
# PAD4 inh: human PAD4 inhibitors, primary screen, biochemical, fluorescence polarization, 1536-well format; inhibition, % at 6.36 µM; AID 485272, 2010; recombinant PAD4, RCA probe fluorescence polarization; Protein-arginine deiminase type-4 (Homo sapiens), Q9UM07; 0.41% of 330,000 active;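 active = percent inhibition above a cutoff equal to the mean of all tested compounds plus 3 SD, cut at about 15% in these data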;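 also: 0% = PAD4 with RCA probe and DMSO and 100% = probe without PAD4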
# PAFAH2 FP inh: PAFAH2 enzyme inhibitors, primary screen, biochemical, fluorescence polarization, human | recombinant PAFAH2, FP-rhodamine activity probe | inhibition, % at 3.39 µM | Platelet-activating factor acetylhydrolase 2, cytoplasmic (Homo sapiens), Q99487 | 0.99% of 340,000 active;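 active = inhibition above the mean over all tested compounds plus 3 SD, cut at about 30% in these data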;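 also: inhibitors block probe labeling of enzyme so polarization drops; 0% = enzyme with DMSO and 100% = wells lacking PAFAH2 protein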
# GSTO1 counter: inhibitors of recombinant GSTO1, primary screen, counter-screen for RBBP9 inhibitor project, biochemical, fluorescence polarization | activity-based probe fluorescence polarization | Glutathione S-transferase omega-1 (Homo sapiens), P78417 | 1.1% of 300,000 active | inhibition, % at 5.96 µM | AID 1974, 2009;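 active = inhibition above the campaign mean inhibition plus 3 SD, cut at about 35% in these data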;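 also: 0% = GSTO1-1 with DMSO and 100% = wells lacking GSTO1-1 enzyme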
# PAFAH1B3 inh: PAFAH1B3 enzyme inhibitors, primary screen, biochemical, fluorescence polarization, human; Platelet-activating factor acetylhydrolase IB subunit alpha1 (Homo sapiens), Q15102; recombinant PAFAH1B3, FP-rhodamine probe; inhibition, % at 3.39 µM; 0.28% of 340,000 active; AID 492972, 2010;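 active = inhibition above the screen-wide average of all tested compounds plus 3 SD, cut at about 25% in these data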;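 also: 0% = enzyme with DMSO only and 100% = wells lacking PAFAH1B3 protein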
# Target sequence (Q15102 whole entry, looked up): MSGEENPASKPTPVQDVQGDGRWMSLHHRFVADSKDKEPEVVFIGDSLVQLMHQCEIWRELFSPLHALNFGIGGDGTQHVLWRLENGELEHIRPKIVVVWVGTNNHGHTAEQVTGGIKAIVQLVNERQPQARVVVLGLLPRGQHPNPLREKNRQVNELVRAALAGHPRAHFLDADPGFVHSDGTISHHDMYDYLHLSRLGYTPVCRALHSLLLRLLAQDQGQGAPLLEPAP
# PAFAH1B2 FP inh: PAFAH1B2 enzyme inhibitors, primary screen, biochemical, fluorescence polarization, human | Platelet-activating factor acetylhydrolase IB subunit alpha2 (Homo sapiens), P68402 | recombinant PAFAH1B2, FP-rhodamine activity probe | inhibition, % at 3.39 µM | 1.2% of 340,000 active;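 active = inhibition above the mean of all tested compounds plus 3 SD, cut at about 24% in these data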;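 also: 0% = enzyme with DMSO and 100% = wells lacking PAFAH1B2; many of its hits are not listed in these tables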
# Target sequence (P68402 whole entry, looked up): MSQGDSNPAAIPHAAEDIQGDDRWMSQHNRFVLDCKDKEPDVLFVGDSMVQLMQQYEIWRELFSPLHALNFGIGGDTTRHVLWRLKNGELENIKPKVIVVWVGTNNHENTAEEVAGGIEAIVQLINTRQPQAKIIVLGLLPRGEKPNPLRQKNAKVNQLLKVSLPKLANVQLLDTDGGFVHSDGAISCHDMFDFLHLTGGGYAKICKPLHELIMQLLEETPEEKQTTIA
# PME-1 primary: PME-1 inhibitors via competitive probe labeling, primary screen, biochemical, fluorescence polarization, FP-Rh probe, HTS | recombinant PME-1 | inhibition, % at 5.9 µM | 0.53% of 320,000 active | AID 2130, 2009;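 active = inhibition above the campaign mean of all compounds plus 3 SD, cut at about 26% in these data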;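 also: competitive labeling of PME-1 active site by serine hydrolase directed probe; 0% = PME-1 with DMSO and 100% = wells lacking PME-1 enzyme; inhibitors block probe labeling so polarization falls and inhibition rises; many of its hits are not listed in these tables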
# Target sequence (Q9Y570 whole entry, looked up): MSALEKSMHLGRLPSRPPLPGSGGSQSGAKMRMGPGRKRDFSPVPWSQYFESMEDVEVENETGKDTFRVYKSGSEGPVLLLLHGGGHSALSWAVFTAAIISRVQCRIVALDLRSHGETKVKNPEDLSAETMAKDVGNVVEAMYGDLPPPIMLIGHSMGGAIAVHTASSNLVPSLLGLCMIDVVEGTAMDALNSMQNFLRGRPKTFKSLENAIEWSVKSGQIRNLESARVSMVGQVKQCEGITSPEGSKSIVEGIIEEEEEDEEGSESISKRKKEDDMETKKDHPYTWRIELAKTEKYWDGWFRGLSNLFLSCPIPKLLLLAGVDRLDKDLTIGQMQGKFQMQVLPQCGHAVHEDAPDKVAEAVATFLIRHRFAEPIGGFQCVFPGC
# LYPLA1 counter: LYPLA1 inhibitors, primary screen, counter-screen for PME1 inhibitor project, biochemical, fluorescence polarization, FP-Rh probe ABPP; Acyl-protein thioesterase 1 (Homo sapiens), O75608; recombinant LYPLA1; inhibition, % at 5.9 µM; 0.16% of 320,000 active; AID 2174, 2009;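 active = inhibition above the mean of all tested compounds plus 3 SD, set per campaign, cut at about 14% in these data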;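 also: inhibitors block serine hydrolase probe labeling of LYPLA1 so polarization falls; 0% = enzyme with DMSO and 100% = wells lacking LYPLA1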
# Target sequence (O75608 whole entry, looked up): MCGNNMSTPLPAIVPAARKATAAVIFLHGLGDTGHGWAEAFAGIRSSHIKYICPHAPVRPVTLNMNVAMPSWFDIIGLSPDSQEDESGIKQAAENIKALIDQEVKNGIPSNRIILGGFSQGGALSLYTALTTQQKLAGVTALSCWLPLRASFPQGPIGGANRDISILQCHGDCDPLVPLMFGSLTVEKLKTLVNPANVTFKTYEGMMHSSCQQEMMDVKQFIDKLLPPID
# LYPLA2 counter: LYPLA2 inhibitors, primary screen, counter-screen for PME1 inhibitor project, biochemical, fluorescence polarization, FP-Rh probe ABPP | Acyl-protein thioesterase 2 (Homo sapiens), O95372 | recombinant LYPLA2 | inhibition, % at 5.9 µM | AID 2177, 2009 | 0.38% of 320,000 active;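 active = inhibition above the screen-wide mean plus 3 SD, limit set per campaign, cut at about 26% in these data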;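 also: 0% = LYPLA2 with DMSO and 100% = wells lacking LYPLA2 enzyme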
# pPAFAH FP inh: pPAFAH enzyme inhibitors, primary screen, biochemical, fluorescence polarization, human | Platelet-activating factor acetylhydrolase (Homo sapiens), Q13093 | 1.5% of 330,000 active | recombinant pPAFAH, FP-rhodamine probe fluorescence polarization | inhibition, % at 3.39 µM;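 active = inhibition above the mean inhibition across the screen plus 3 SD, cut at about 25% in these data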;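 also: inhibitors block binding of the rhodamine activity-based probe so polarization drops; 0% = enzyme with DMSO and 100% = wells lacking pPAFAH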
# * marks the source's active call; other numbers are inactive results; · = not tested or not shown. A portion of the library (hit frequency here may not be typical).
SMILES,PAD4 inh,PAFAH2 FP inh,GSTO1 counter,PAFAH1B3 inh,PAFAH1B2 FP inh,PME-1 primary,LYPLA1 counter,LYPLA2 counter,pPAFAH FP inh
O=C1CNC(=O)/C(=C\c2ccccc2)N1,4,4,2,0,1,3,-2,2,6
CC(C)(C)c1ccc(C(=O)NNc2cc(Cl)cc(Cl)c2)cc1,0,8,12,-2,1,-6,-3,-2,9
COc1cccc(NC(=O)C2COc3ccccc3O2)c1 (stereo not given),1,0,6,2,-2,-10,-2,-2,4
COc1ccc(-c2cn3cc(Br)cnc3n2)cc1,1,0,10,1,0,-13,-2,3,-4
C=CCNCc1cc(=O)n2c(-c3ccccc3)csc2n1,-13,2,-2,15,6,-4,-1,-4,13
O=P(c1ccccc1)(c1ccccc1)c1ccc(O)cc1,1,2,3,2,4,-3,0,0,5
Cc1ccsc1C(=O)Nc1ccc(S(=O)(=O)N2CCOCC2)cc1,1,1,·,3,1,1,0,5,-3
CN(CCC#N)C(=O)COC(=O)c1cc(Cl)cc(Cl)c1N,-2,8,3,-1,6,2,-1,-3,1
CC1(C)Cc2c(c(=S)nc(-c3ccccc3)n2CCN2CCOCC2)CO1,2,-5,1,7,2,1,0,-6,4
O=C1c2ccccc2C(Nc2ccc(S(=O)(=O)N3CCCCCC3)cc2)N1Cc1ccco1 (stereo not given),3,0,-5,8,8,-2,-7,-1,5
COc1cc(Cc2nccc3cc(OC)c(OC)cc23)c(NC(C)=O)cc1OC,1,10,8,8,-2,8,1,2,-1
C=C(C)COc1ccc(-c2nc(N)ncc2Oc2ccccc2OCC)c(O)c1,-7,0,-5,-1,-3,-6,-8,-8,4
CCc1nnc(NC(=O)C2CCCCC2)s1,2,4,6,3,4,-4,-1,0,-2
O=C(CNc1cccc(S(=O)(=O)N2CCCC2)c1)Nc1ccc(F)c(F)c1,0,12,6,0,-3,1,-3,-6,-2
COc1ccccc1C(=O)N1CCN(CCc2ccccc2)CC1,0,6,10,5,2,-4,0,-1,-4
Cc1ccc(N(CC(=O)NCc2ccccc2)C(=O)c2csnn2)c(C)c1,5,4,2,0,4,-3,-1,1,2
Cc1ccc(C)c(NC(=O)CCc2nnc3ccc(NCc4ccco4)nn23)c1,-8,10,4,6,2,2,6,7,11
CCN(C(=O)CN1CCN(S(=O)(=O)c2ccccc2C(F)(F)F)CC1)c1c(N)n(Cc2ccccc2)c(=O)[nH]c1=O,0,3,9,1,-3,7,9,6,-2
Cn1cc(CNCCCn2ncc3ccccc32)c(-c2ccccc2F)n1,-6,3,-4,8,0,-2,2,4,2
ONC(=Nc1ccc(Cl)cc1)c1ccccc1Cl,3,-5,10,6,15,0,3,-1,0
COc1ccc(C2Nc3ccccc3NC3=C2C(=O)CC(C)(C)C3)cc1 (stereo not given),-4,-10,3,0,-2,-5,1,6,7
COc1cc(-c2noc(C)c2/C=C/c2ccc(C(=O)O)cc2)cc(OC)c1OC,-2,3,-14,6,2,-6,0,2,-8
COc1ccc(NC(=O)CCCn2c(=O)c3sccc3n(Cc3ccccc3)c2=O)cc1,2,-6,2,-2,4,8,-3,0,1
NS(=O)(=O)c1ccc(NC(=O)COC(=O)/C(=C/c2cccs2)c2cccs2)cc1,-7,-23,-15,-8,-1,-6,-18,-25,-6
CN(C)c1cccc(C(=O)OCC(=O)N(C)c2ccccc2)c1,-1,1,3,4,3,1,-3,5,9
COCCn1nnnc1C(c1ccccn1)N1CCN(c2cccc(C)c2C)CC1 (stereo not given),2,-7,2,-2,-1,3,0,21,3
CCOC(=O)c1ccccc1NC(=O)CSc1nnnn1C,2,0,3,3,5,5,1,3,-2
CCCS(=O)(=O)c1c(S(=O)(=O)CCC)c2c3ccccc3ccn2c1C(=O)OC,-9,-11,-6,-5,3,10,-4,-1,0
Cc1ccsc1C(=O)OCC(=O)c1ccc(OC(F)F)cc1,2,-2,·,1,5,-2,0,14,6
COC(=O)Cn1cc(C(=O)c2ccco2)c2ccccc21,-6,0,-7,15,1,-1,-3,0,7
CN(C)S(=O)(=O)N1CCN(C(=O)c2ccccc2Cl)CC1,-4,-2,0,6,5,-3,2,0,0
O=C1c2ccccc2-c2nc3ccccc3cc21,-6,13,0,2,2,0,2,4,5
CSc1ccc(Cl)c(C(=O)Nc2cc(S(=O)(=O)N3CCOCC3)ccc2N2CCOCC2)c1,-1,1,·,12,1,·,·,·,4
CN(C)CCNC(=O)c1cc2c(=O)n(C)c3ccccc3c2n1C,-1,47*,18,11,2,2,0,-2,-6
COc1cc(O)c2c(c1)OC(C)(C)CC2=O,2,2,-2,5,5,5,0,2,9
N/C(=N\N=C\c1ccco1)SC1CC(=O)N(c2ccccc2)C1=O (stereo not given),-2,5,-9,10,4,-5,-5,-6,0
Cn1c(=O)oc2cc(S(=O)(=O)N3CCCC(C(=O)N4CCc5ccccc5C4)C3)ccc21 (stereo not given),-2,6,11,3,6,-3,-2,1,7
CCCCN(C(=O)NC(=O)Nc1c(C)cc(C)cc1C)S(C)(=O)=O,5,2,4,13,-6,-3,-1,0,4
CCOc1cc(CNCc2cccnc2)cc(Br)c1OCC(N)=O,8,2,1,2,1,-1,-1,0,-1
Cc1cc(C(=O)COc2cc(F)ccc2[N+](=O)[O-])c(C)n1C1CC1,-3,4,7,10,2,3,4,6,5

# Some entries already given, limited to PAFAH1B2 FP inh:
Structure | PAFAH1B2 FP inh
CSc1ccc(Cl)c(C(=O)Nc2cc(S(=O)(=O)N3CCOCC3)ccc2N2CCOCC2)c1 | 1
CN(C)CCNC(=O)c1cc2c(=O)n(C)c3ccccc3c2n1C | 2

# New compounds follow.
SMILES,PAD4 inh,PAFAH2 FP inh,GSTO1 counter,PAFAH1B3 inh,PAFAH1B2 FP inh,PME-1 primary,LYPLA1 counter,LYPLA2 counter,pPAFAH FP inh
CCOc1cc(S(=O)(=O)N2CCOCC2)ccc1F,0,-5,-5,2,3,0,1,-1,4
Cc1ccccc1C(=O)NC(=S)Nc1ccccc1[N+](=O)[O-],0,5,-5,0,7,1,0,-5,1
O=C(CCC1CCCC1)N1CCC(N2CCCCCC2)CC1,-2,-3,6,1,2,-2,2,1,0
Cc1cc(C(=O)OCC(=O)NCc2ccco2)c(C)n1-c1ccc(F)cc1,0,1,3,1,9,-1,-10,-7,3
CC(C)(C)c1ccc(NC(=O)c2cc[n+]([O-])cc2)cc1,0,-7,2,5,2,2,-5,0,0
CC(=O)NS(=O)(=O)c1ccc(NC(=O)C(Sc2ccccc2)c2ccccc2)cc1 (stereo not given),0,7,10,0,-5,0,1,2,0
CC(C)c1ccccc1NC(=S)NN(Cc1ccccc1)c1ccccc1,2,-3,-1,7,2,17,-4,-6,3
O=C1C=C(c2cccc3c2Oc2ccccc2S3)C[C@@H](c2ccc(Cl)cc2)C1,-2,0,·,11,3,-2,-3,-1,4
COc1cc(/C=C/C(=O)N[C@@H](Cc2c[nH]c3ccccc23)C(=O)O)ccc1O,6,-2,5,7,6,-6,-1,-2,9
CCn1c(SC(C)C)nnc1-c1c[nH]c2ccccc12,-1,-1,7,8,3,1,3,-2,-1
Cc1c(Cl)cccc1NCC(=O)Nc1ccc(Cl)cc1F,-1,-5,3,0,0,2,1,2,5
O=C(CSc1ccc(S(=O)(=O)N2CCCCC2)cn1)Nc1ccccc1Br,-3,7,·,4,19,2,0,4,-2
N#CCSc1ccsc1C(=O)Nc1ccc(F)cc1,-3,3,0,7,-2,2,3,7,2
O=C(NCCc1nc2ccccc2[nH]1)/C(=C/c1ccc(F)cc1)NC(=O)c1ccco1,0,4,14,13,8,2,2,13,-1
Cc1cccc(Nc2nnc(SCC(=O)c3c(N)n(C4CC4)c(=O)[nH]c3=O)s2)c1,-4,0,·,1,2,7,-1,-6,-9
COc1ccc(OC)c(NC(=O)CCCCCn2nnc3ccccc3c2=O)c1,7,-2,-1,3,-4,4,1,12,-2
CN1CCN(NC(=O)Nc2cccc(F)c2)CC1,2,7,-3,3,7,1,2,5,-1
CCOC(=O)c1cnc(COc2ccc(OC)cc2)[nH]c1=O,0,2,6,6,0,1,0,2,-1
C(=N\N=C\c1ccccn1)/c1ccccn1,-3,3,-2,12,2,0,-2,-1,6
Cc1cc(C=O)c(C)n1-c1ccc2c(c1)OCO2,-7,3,11,1,0,-2,3,0,9
COc1ccccc1N1CSC2=C(C#N)C(c3ccc(SC)cc3)CC(=O)N2C1 (stereo not given),-6,7,8,4,4,0,-2,3,17
CCC(CO)Oc1cc(NC(=O)c2cccc(F)c2)c2ncn(C(C)C)c2c1 (stereo not given),4,6,·,-3,2,·,·,·,2
C/C=C/c1ccc(OCC(=O)N2CCc3cc(OC)c(OC)cc3C2)c(OC)c1,1,-2,3,4,6,4,5,7,9
O=C(O)CC/C(=N\NC(=O)c1ccccc1Br)c1ccccc1,6,-10,0,8,-3,-1,-1,0,-2
COC(=O)C1=C(Nc2ccc(C)cc2)C=C(C)C(C(=O)OC)C1c1cccc(OC)c1 (stereo not given),-5,-3,-4,9,2,-4,1,5,3
C/C(CC(=O)Nc1ccc([N+](=O)[O-])cc1)=N\NC(=O)c1ccccc1[N+](=O)[O-],-2,-3,4,4,7,2,2,3,2
Cc1ccccc1NC(=S)N1CCN(C(=O)c2ccco2)CC1,0,2,1,11,5,-4,-1,8,-1
O=C(N/C(=C/c1cccnc1)C(=O)N1CCCCCC1)c1cccc(Br)c1,-9,-2,-2,9,4,6,0,-1,6
Cc1ccc(CN(C)S(=O)(=O)c2c(C)noc2/C=C/N(C)C)cc1,-6,4,19,10,3,10,4,15,2
CC1(C)Cc2c(c(N3CCOCC3)nc3sc4c(=O)[nH]cnc4c23)CS1,-5,3,-6,11,1,-5,-1,-6,2
CC(c1ccccc1)n1cc(C(=O)NCCN2CCOCC2)nn1 (stereo not given),7,1,-1,7,2,-1,-1,12,-4
O=C(N/N=C/c1ccccc1OC(=O)c1ccc2c(c1)OCO2)c1ccccc1,-1,-7,0,2,7,-19,-21,-24,3
CCCS(=O)(=O)N1CCN(Cc2ccccc2[N+](=O)[O-])CC1,-2,3,9,2,1,2,-2,1,-4
CCOCCCn1cnc2c([nH]c3cc(OC)ccc32)c1=O,1,3,-6,8,2,0,1,-5,-4
c1ccc(CN2CCN(c3nc4ccccc4s3)CC2)cc1,0,5,2,2,1,-4,-2,4,3
OCCN1CCOCCOCCN(CCO)CCN(CCO)CC1,-3,0,-6,6,2,0,0,-4,-5
O=C(CSc1nc2ccccc2[nH]1)Nc1c(F)c(F)c(F)c(F)c1F,3,-1,6,3,-3,-4,-2,2,2
COc1cc(C(=O)NNC(=O)CCOc2cccc(Br)c2)cc(OC)c1OC,-1,-2,·,14,-1,5,-1,5,1
